Source: PubChem BioAssay (National Center for Advancing Translational Sciences (NCATS))
Chronic BCR inh: blocks chronic active B-cell receptor signaling. ABC-DLBCL IkBa-CBG/CBR reporter, luminescence ratio, 4 h. AID 493014. 340,000 tested, 0.05% active. Potency, µM (top dose mostly 46.1 µM), without a hit: at the top dose ratio change, negative = lower green/red ratio, most hits filed as inhibitors; active means well fitted inhibition curve with a large enough effect in the signal ratio, with a control signal flat, not every such curve was filed as active; inconclusive means small, poorly fitted or top-dose-only effect, or effect the other way, or a change in a side signal; the % refers to the signal ratio;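 further: potency means the concentration at half of the fitted maximal effect; plate controls were basal doxycycline-induced cells for no effect and cells given 10 µM MG132 for full effect; MG132 reads +100%, hits lower the ratio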
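Concentration-response series (up to 46 uM) were applied to TMD8 dual-reporter cells for 4 h at 37C with doxycycline. Green/red ratio, after filter-overlap correction, defined %Activity; red signal alone was normalised to basal cells and zero luminescence.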
S-ASM inh: blocks human secretory acid sphingomyelinase; AID 504937; Potency, µM (top dose mostly 57.5 µM), inactives show top-dose activity change, negative = inhibition, usual class: inhibitors; placental ASM, HMU-PC fluorogenic substrate, 60 min; 340,000 tested, 0.006% active; P17405; further: potency means the concentration at half of the fitted maximal effect
Target sequence (P17405 47-631 limits assumed): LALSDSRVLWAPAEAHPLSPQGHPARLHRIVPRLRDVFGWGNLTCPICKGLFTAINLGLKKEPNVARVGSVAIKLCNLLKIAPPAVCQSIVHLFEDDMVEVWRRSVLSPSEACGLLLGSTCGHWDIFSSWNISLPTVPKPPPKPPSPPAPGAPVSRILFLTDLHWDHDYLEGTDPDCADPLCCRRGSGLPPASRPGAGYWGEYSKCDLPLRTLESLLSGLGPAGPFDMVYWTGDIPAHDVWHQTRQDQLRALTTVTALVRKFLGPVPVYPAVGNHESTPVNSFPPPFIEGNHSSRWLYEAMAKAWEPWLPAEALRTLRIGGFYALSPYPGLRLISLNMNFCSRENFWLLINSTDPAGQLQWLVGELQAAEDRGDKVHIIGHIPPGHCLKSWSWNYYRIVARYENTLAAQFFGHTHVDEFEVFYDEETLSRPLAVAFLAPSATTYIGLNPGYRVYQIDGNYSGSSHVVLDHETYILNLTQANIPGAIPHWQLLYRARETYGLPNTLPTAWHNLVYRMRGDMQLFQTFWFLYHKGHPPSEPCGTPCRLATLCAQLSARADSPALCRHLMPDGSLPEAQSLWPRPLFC
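qHTS format. ASM enzyme prepared from human placenta hydrolyses the fluorogenic substrate HMU-PC0 (9 uM final) over 60 min at 37 °C after a 10 min compound preincubation.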
Menin MLL FP TR: inhibitors of human menin-MLL interaction, mutant MLL peptide; 270,000 tested, 0.23% active; Menin + Texas Red MLL mutant peptide, fluorescence polarization; O00255; Potency, µM (highest dose often 61.6 µM), for the others: at the highest dose FP activity change, negative = inhibition, usual class: inhibitors; active means well fitted inhibition curve with a large enough effect in the polarisation, with a control signal flat, not every such curve was filed as active; inconclusive means small, poorly fitted or top-dose-only effect, or effect the other way, or a change in a side signal; inactive means no such curve, though single readings can be large or run the other way; the % refers to the polarisation; further: potency means the concentration at half of the fitted maximal effect; % of control where 0% means no effect; many of its hits are not listed in these tables
GALK inhibitor: blocks human galactokinase activity; P51570; Purified GALK, Kinase-Glo residual ATP luminescence; Potency, µM (top dose mostly 57.5 µM), without a hit: at the top dose activity change, negative = inhibition, actives largely listed as inhibitors; 270,000 tested, 0.007% active; AID 1868; further: potency means the concentration at half of the fitted maximal effect; on the % scale 0 is the no-effect control and ±100 the full control effect
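Human GALK (5 nM) with 35 uM ATP and 100 uM galactose in 20 mM HEPES pH 8.0, 5 mM MgCl2, 60 mM NaCl, 1 mM DTT, 0.01% BSA. After 1 h at room temperature, leftover ATP was read by Kinase-Glo Plus luminescence.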
Eya2 inh: blocks the phosphatase activity of human Eya2; O00167; recombinant Eya2, OMFP fluorescence dephosphorylation (OMFP is methylfluorescein phosphate); Potency, µM (top dose mostly 76.9 µM), without a hit: at the top dose activity, negative = inhibition, hits mostly inhibitors; 330,000 tested, 0.006% active; AID 488837; further: potency means the concentration at half of the fitted maximal effect; on the % scale 0 is the no-effect control and ±100 the full control effect
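Eya2 (0.2 uM) preincubated 10 min at ambient with compound, then OMFP substrate added at 50 uM; 10 min reaction in 50 mM HEPES pH 7.5, 50 mM NaCl, 5 uM MgCl2, 0.05% BSA, 1 mM DTT. Fluorescence read at Ex 485/Em 525 nm.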
Mito fusion act: mitochondrial division inhibition or fusion activation; AID 485298; Potency, µM (top dose mostly 46.1 µM), for inactives: at the top dose growth rescue (activation), most hits filed as activators; S. cerevisiae fusion-defective mutant growth rescue, CellTiterGlo 48 h; 320,000 tested, 0.23% active;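 further: potency means the concentration at half of the fitted maximal effect; % of control where 0% means no effect; nearly all actives have a fitted effect of over 45% in size; temperature-sensitive fusion mutants such as fzo1-1 at 37 °C on non-fermentable ethanol glycerol medium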
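Growth-rescue viability read-out: after 48 h at the non-permissive 37C in glycerol/ethanol YPEG, yeast mitochondrial fusion mutants are measured by CellTiterGlo luminescence; compounds (23 nl pinned per well) restoring growth score as division inhibitors or fusion activators.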
PKM2 activator: PKM2 (human) enzyme activation. P14618. purified PKM2, Kinase-Glo ATP luminescence, activation; response scale: 0% is enzyme alone, no compound. Potency, µM (top dose mostly 57.5 µM), for the others: top-dose activation, most hits filed as activators. 260,000 tested, 0.34% active; further: potency means the concentration at half of the fitted maximal effect; on the % scale 0 is the no-effect control and ±100 the full control effect; nearly all actives have a fitted effect of over 55% in size
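ATP formation by purified human PK-M2, quantified via coupled luciferase luminescence after 1 h at room temperature with 0.1 mM ADP and 0.5 mM PEP final.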
TSHR antagonist: human thyrotropin receptor antagonism; 330,000 tested, 0.2% active; TSHR-expressing cells, TSH-stimulated cAMP HTRF, 2 h; stronger effect = lower value; AID 504810; P16473; activity change, negative = inhibition, % at 11.5 µM;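 active means activity change below a set negative limit, meaning inhibition stronger than a set level, cut at about -70% in these data; inconclusive means activity change between two set negative limits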; further: on the % scale 0 is the no-effect control and ±100 the full control effect
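TSHR-expressing cells, 200/well, pre-treated with compound, then stimulated with EC80 TSH (4nM final) for 2 hours at 37 deg C. cAMP measured by competitive HTRF: anti-cAMP cryptate antibody in lysis buffer plus cAMP-d2, read after 30 minutes at room temperature.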
USP2a block: inhibitors of human ubiquitin-specific protease USP2a; Potency, µM (top dose mostly 38.3 µM), inactives show at the highest dose activity change, negative = inhibition, hits mostly inhibitors; 330,000 tested, 0.01% active; O75604; USP2 core, Ub-CHOP2 coupled fluorogenic reporter, 485/531;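 further: potency means the concentration at half of the fitted maximal effect; plate controls were DMSO wells for no effect and full inhibition by NEM control for full effect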
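USP2 core (10nM final) preincubated 30min RT with compound in 20mM Tris-HCl pH 8.0, 2mM CaCl2, 2mM beta-mercaptoethanol, 0.05% CHAPS; 25nM Ub-CHOP2 plus 25nM reporter substrate added, fluorescence (Ex485/Em531) read after 60min.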
hERG WT inh: inhibitors of human wildtype KCNH2 potassium channel; 340,000 tested, 0.37% active; U2OS, BacMam KCNH2, thallium flux FluxOr; stronger effect = lower value; AID 720551; activity change, % at 1.84 µM; Q12809;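 active means maximum activity change below -70%; inconclusive means maximum activity change between -70% and -50%; inactive means maximum activity change above -50%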; further: on the % scale 0 is the no-effect control and ±100 the full control effect
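U2OS cells were transduced with wild-type KCNH2 virus (2.03 x 10^8 / mL) for 4 h at room temperature, then cultured overnight at 37 C. Thallium flux was read with FluxOr dye. Rate constants were normalized to DMSO controls.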
MBNL1-CUG inh: blocks human MBNL1 binding to CUG repeat RNA. 280,000 tested, 0.036% active. Q9NR56. AID 2675. TR-FRET MBNL1-His/biotin-(CUG)12 binding, 665/545 ratio. Potency, µM (top dose mostly 57.5 µM), without a hit: at the highest dose activity change, negative = inhibition, actives largely listed as inhibitors; active means well fitted inhibition curve with a large enough effect in the signal ratio, with a control signal flat, not every such curve was filed as active; inconclusive means small, poorly fitted or top-dose-only effect, or effect the other way, or a change in a side signal; inactive means no such curve, though single readings can be large or run the other way; the % refers to the signal ratio; further: potency means the concentration at half of the fitted maximal effect; on the % scale 0 is the no-effect control and ±100 the full control effect
Target sequence (Q9NR56 whole entry, looked up): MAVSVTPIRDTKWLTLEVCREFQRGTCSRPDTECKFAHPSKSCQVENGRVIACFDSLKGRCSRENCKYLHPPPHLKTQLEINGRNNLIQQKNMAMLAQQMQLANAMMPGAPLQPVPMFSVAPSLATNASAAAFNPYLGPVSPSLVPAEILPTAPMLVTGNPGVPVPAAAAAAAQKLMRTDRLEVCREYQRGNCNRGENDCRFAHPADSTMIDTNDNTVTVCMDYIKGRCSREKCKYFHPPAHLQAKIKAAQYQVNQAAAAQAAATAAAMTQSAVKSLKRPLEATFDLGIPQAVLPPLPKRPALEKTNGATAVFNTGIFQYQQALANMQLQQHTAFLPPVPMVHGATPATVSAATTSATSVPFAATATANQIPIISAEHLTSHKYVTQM
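Inhibition of protein-RNA binding appears as loss of TR-FRET between terbium anti-His antibody on MBNL1-His and streptavidin-XL665 on biotin-(CUG)12. Activity is normalized to buffer-only and uninhibited-complex controls.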
The depositor's hits bear a star; ? = inconclusive; · = not tested or not shown; [ ] = another dose, or the depositor's remark. Unless noted, the call rests on the fitted dose curve; in most records, active means well fitted curve in the direction sought with a large enough effect; inconclusive means small, poorly fitted or top-dose-only effect, or another doubt; inactive means no such curve, though single readings can be large; an effect the other way counts as inactive or inconclusive. Not all compounds are listed. The share of hits here may be higher or lower than overall.

SMILES	Chronic BCR inh	S-ASM inh	Menin MLL FP TR	GALK inhibitor	Eya2 inh	Mito fusion act	PKM2 activator	TSHR antagonist	USP2a block	hERG WT inh	MBNL1-CUG inh
CSc1ncccc1C(=O)Nc1cccc(S(=O)(=O)N2CCCCC2)c1	-3%	-2%	·	·	-8%	1%	·	-4	-1%	12	·
COCCn1c(SCC(=O)Nc2ccccc2F)nc2c(c1=O)SCC2	?	14%	·	-4%	-12%	8%	-1%	17	-3%	-2	18%
O=C(NCC1CCCO1)c1cc(Br)c(Br)s1 (stereo not drawn)	0%	-2%	·	-1%	1%	-1%	3%	-3	2%	-9	-1%
O=C(Oc1cccc(C(=S)N2CCOCC2)c1)c1ccccc1	-6%	0%	3%	4%	-2%	12%	·	6	1%	6	-7%
Cn1c(=O)oc2cc(S(=O)(=O)Nc3ccc(Cl)cc3F)ccc21	2%	0%	0%	-1%	-1%	7%	12%	-6	-1%	-5	1%
CC(=O)N(C)c1cccc(-c2ccc3nnc(C)n3n2)c1	-16%	4%	5%	2%	5%	0%	·	6	1%	-14	22%
Cc1[nH]n(-c2nc(-c3cccc([N+](=O)[O-])c3)cs2)c(=O)c1C	?	-5%	4%	·	-1%	2%	17%	-6	1%	-27	26%[11.5 µM]
COC(=O)c1sc(N)c(C(=O)OC)c1COC(=O)[C@@H](NS(=O)(=O)c1cccc(Cl)c1)C(C)C	-13%	-8%	6%	-4%	1%	16%	-17%	7	-4%	2	4%
COc1cccc(C(=O)NCCCNC(=O)c2ccco2)c1	-13%	0%	-4%	-2%	5%	-1%	·	-3	-3%	4	-2%
COc1ccc(N(CC(=O)NN=C2CCCCCCC2)S(=O)(=O)c2ccccc2)cc1Cl	5%	-2%	3%	1%	7%	1%	0%	1	-4%	-3	-4%
CCOc1ccc2[nH]c(=O)c(CN(CCN3CCCC3)C(=S)Nc3ccccc3OC)cc2c1	-8%	27%	-18%	10%	-5%	5%	-11%	-3	-1%	1	1%
O=C1c2ccccc2C(=O)N1CCc1nc2ccccc2c(=O)n1Cc1ccco1	-1%	-8%	4%	6%	-10%	-3%	14%	-6	1%	-5	-2%
COc1ccc(C(=O)C[n+]2ccccc2/C=N/O)cc1	0%	22%	4%	2%	10%	8%	-9%	0	-2%	2	·
Cc1ccc(Cn2nc(C)c(NC(=O)C3CC3)c2C)cc1	2%	-1%	7%	2%	8%	-5%	-3%	0	2%	-9	-8%
CCOC(=O)C1CCCN(S(=O)(=O)c2ccc(C)cc2)C1 (stereo not drawn)	2%	4%	5%	-4%	2%	5%	-9%	1	-1%	-4	4%
COc1ccc2sc(-c3ccccc3OC)c(-c3ccc(O)cc3)c2c1	?	-6%	·	·	-16%	-55%[inhibitor]	·	22	-6%	·	·
Cn1c2ccc(F)cc2c2ncn(CCCN(CCO)CCO)c(=O)c21	?	18%	?	-1%	-2%	1%	-2%	-6	-6%	4	4%
CCN(CC)c1ccc(/C=c2\sc3nnc(-c4ccccc4Cl)n3c2=O)cc1	16%	-12%	?	0%	33%	0%	-3%	15	10%	-24	4%
C(=Nc1ccc(N2CCOCC2)cc1)c1c[nH]c2ccccc12	?	1%	·	-1%	16%	-2%	1%	-12	5%	-11	10%
COc1ccc(-n2c(C)cc(=O)c3c2CC(C)(C)CC3=O)cc1	-4%	-1%	-9%	-1%	-10%	1%	0%	14	4%	5	1%
Cc1ccc(-n2nnnc2SCC(=O)Nc2cccc(NC(=O)c3ccco3)c2)cc1C	?	-20%	5%	0%	17%	4%	-1%	2	1%	2	-6%
Cc1cc(CCCCCCCCc2cc(C)cc(=O)o2)oc(=O)c1	2%	3%	-8%	·	5%	8%	-1%	-14	2%	1	-10%
Cc1ccc(Oc2ccc(OCC(=O)NC(CC(C)C)C(=O)O)cc2)cc1 (stereo not drawn)	?	-6%	6%	-2%	-7%	-4%	0%	23	2%	6	-1%
CC(=O)C1=C(c2ccccc2)NC(=S)NC1c1ccc(O)c(O)c1 (stereo not drawn)	1%	3%	18%	-5%	3%	-4%	20%	-1	1%	-3	-4%
CCCNC(=O)N1CCN(Cc2ccco2)CC1	5%	8%	?	-1%	0%	0%	-3%	-5	3%	-6	-4%
NC1=NC(=O)/C(=C/c2ccc(OCC(=O)O)cc2)S1	0%	2%	-19%	·	-18%	0%	·	-2	0%	-19	19%
Cn1c(CN2CCOCC2)nnc1SCc1ccc(C#N)cc1	-1%	0%	11%	4%	0%	-1%	1%	0	1%	0	-2%
COc1ccccc1N1CCN(C2CCCN(C(=O)c3cscn3)C2)CC1 (stereo not drawn)	0%	4%	-4%	-2%	11%	-11%	1%	-8	8%	-13	4%
Cn1c(C(=O)N2CCN(C(=O)c3ccco3)CC2)cc2c(=O)n(C)c3ccccc3c21	-12%	-1%	13%[11.7 µM]	2%	-7%	-1%	?	-4	-1%	5	-6%
O=C(COC(=O)C1COc2ccccc2O1)Nc1cccc(F)c1 (stereo not drawn)	2%	-5%	·	·	-14%	-1%	·	12	1%	2	·
Cc1ccsc1C1Nc2ccccc2C(=O)N1O (stereo not drawn)	4%	3%	-16%	0%	-2%	4%	-11%	-9	4%	5	-10%
Cc1cc(C)c([C@@H]2C[C@H]3CN(C4CCCC4)C(=O)[C@]34CCCN24)c(-n2cccn2)c1	?	0%	·	5%	0%	-3%	-6%	11	0%	-18	-2%
COC(=O)Cn1c(CN(Cc2ccccc2)Cc2ccccc2)nc2c1c(=O)[nH]c(=O)n2C	-6%	4%	?	1%	-6%	2%	-1%	-2	3%	-6	-2%
O=C(Nc1ccc(S(=O)(=O)Nc2ccccn2)cc1)c1cccc(Cl)c1	-1%	2%	·	3%	14%	5%	·	-5	0%	2	0%
COc1cc(CC(=O)OCC(=O)c2ccc[nH]2)cc(OC)c1OC	-10%	2%	·	·	-35%	·	·	·	4%	-5	·
COC(=O)CSc1ccc2nnc(CCNS(=O)(=O)c3ccc(C)cc3)n2n1	2%	2%	-2%	-1%	-21%	2%	-7%	-6	-8%	-6	-29%
Cc1sc2ncnc(SCC(=O)NNC(=O)c3ccco3)c2c1C	-2%	6%	14%	11%	-18%	19%	9%	-4	0%	-15	-4%
CC(C)N(Cc1ccccc1)C(=S)Nc1ccc(F)cc1	4%	2%	10%	6%	14%	2%	1%	10	1%	-4	-2%
O=C(Nc1nc(-c2cc3ccccc3o2)cs1)c1ccc(S(=O)(=O)N2CCCC2)cc1	4%	13%	?	1%	0%	0%	0%	?	-1%	-3	110%[activator]
